Source: PubChem (National Center for Advancing Translational Sciences (NCATS))
S-ASM inh: Inhibitors of Secretory Acid Sphingomyelinase (S-ASM): qHTS. Sphingomyelin phosphodiesterase (Homo sapiens), P17405. placental ASM, HMU-PC fluorogenic substrate, 60 min. Potency, µM (highest dose often 57.5 µM), for the others: at the highest dose activity change, negative = inhibition, usual class: inhibitors. 340,000 compounds, 0.006% hits. AID 504937, 2011; note: potency is the fitted concentration of half-maximal effect
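Steps: dispense placental human ASM, pin compound, wait 10 min at room temperature, add HMU-PC0 substrate at 9 uM final, incubate 60 min at 37 °C, add stop solution raising pH to 10, read fluorescence.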
KCNH2 WT inh: qHTS for Inhibitors of KCHN2 3.1: Wildtype qHTS | Voltage-gated inwardly rectifying potassium channel KCNH2 (Homo sapiens), Q12809 | U2OS, BacMam KCNH2, thallium flux FluxOr; hits give low values | activity change, % at 1.84 µM | 340,000 compounds, 0.37% hits;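 active = maximum activity change below -70%; inconclusive = maximum activity change between -70% and -50%; inactive = maximum activity change above -50%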; note: % is set by controls: 0 for no effect and ±100 for the full control effect
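U2OS cells were transduced with wild-type KCNH2 virus (2.03 x 10^8 / mL) for 4 h at room temperature, then cultured overnight at 37 C. Thallium flux was read with FluxOr dye. Rate constants were normalized to DMSO controls.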
KCNH2 3.1 block: qHTS for Inhibitors of KCHN2 3.1: Mutant qHTS; Potassium voltage-gated channel subfamily H member 2, brain isoform KCNH2 3.1 (human); U2OS KCNH2 3.1, thallium flux FluxOr; hits give low values; activity change, % (tested at about 1.8 µM); 340,000 compounds, 0.95% hits;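 active = maximum activity change below -70%; inconclusive = maximum activity change from -70% to -50%; inactive = maximum activity change above -50%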;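 note: thallium influx rate constant from kinetic fluorescence after stimulation buffer; % is set by controls: 0 for no effect and ±100 for the full control effect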
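Steps: virus added to U2OS suspension (4 h, RT, dark); medium with 10% FBS added, cells plated, 37 C overnight; FluxOr/Red40 loading buffer 45 min RT; stimulation buffer, 2 min kinetic read; rate constant normalized.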
GALK inhibitor: qHTS Assay for Inhibitors of Human Galactokinase (GALK); P51570; AID 1868, 2009; 270,000 compounds, 0.007% hits; Potency, µM (top dose mostly 57.5 µM), inactives show at the top dose activity change, negative = inhibition, actives largely listed as inhibitors; Purified GALK, Kinase-Glo residual ATP luminescence; note: potency is the fitted concentration of half-maximal effect; % is set by controls: 0 for no effect and ±100 for the full control effect
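Quantitative HTS: GALK 5 nM, ATP 35 uM, galactose 100 uM, 1 h room temperature, then luciferase-based ATP detection.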
a7 integrin act: qHTS for Activators of Integrin-Mediated Alleviation for Muscular Dystrophy | 350,000 compounds, 0.064% hits | Potency, µM (highest dose often 38.3 µM), for inactives: top-dose activation, actives largely listed as activators | alpha7betagal myoblasts, beta-gal FDG fluorescence, 48 h | AID 624291, 2012;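 note: potency is the fitted concentration of half-maximal effect; 100% = response of the positive control SU9516; nearly all actives have a fitted effect of over 60% in size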
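alpha7betagal+/- myoblasts (passage 13, 250/well) treated 48 h at 37C with compounds at 1:260 dilution of DMSO stock. Lysed, then beta-galactosidase activity read as FDG fluorescence (ex 480/em 540) after 30 min, with pre-read for autofluorescence.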
MBNL1-CUG inh: qHTS Assay for Inhibitors of MBNL1-poly(CUG) RNA binding; Potency, µM (top dose mostly 57.5 µM), for the others: at the highest dose activity change, negative = inhibition, usual class: inhibitors; Muscleblind-like protein 1 (Homo sapiens), Q9NR56; 280,000 compounds, 0.036% hits; TR-FRET MBNL1-His/biotin-(CUG)12 binding, 665/545 ratio; AID 2675, 2010; active = well fitted inhibition curve with a large enough effect in the signal ratio, with a control signal flat, not every such curve was filed as active; inconclusive = small, poorly fitted or top-dose-only effect, or effect the other way, or a change in a side signal; inactive = no such curve, though single readings can be large or run the other way; the % refers to the signal ratio; note: potency is the fitted concentration of half-maximal effect; % is set by controls: 0 for no effect and ±100 for the full control effect
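His-tagged MBNL1 binding to biotinylated (CUG)12 RNA was measured by TR-FRET using terbium anti-His antibody (0.055 ng/ul final) and streptavidin-XL665 (5 nM final). Compounds were titrated 92 nM to 58 uM; 60 min at room temperature.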
AT treatment: qHTS Assay for Identifying a Potential Treatment of Ataxia-Telangiectasia; […] A-T fibroblasts, KAP-1 phosphorylation AlphaLISA; neocarzinostatin DNA damage 30 min before lysis; Potency, µM (series often up to 57.5 µM), for the others: at the top dose activation, hits mostly activators; 320,000 compounds, 0.19% hits; AID 485349, 2010; note: potency is the fitted concentration of half-maximal effect; % of control where 0% means no effect; nearly all actives have a fitted effect of over 45% in size
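hTERT-immortalized A-T patient fibroblasts ([…]), 500 cells/well in OPTI-MEM, 1% FBS, got compounds for 60 min, then NCS for 30 min at 37C. Lysates were then assayed for phospho-KAP-1 by AlphaLISA (anti-pKAP1 donor, anti-KAP1 acceptor beads), 6 hr at 25C.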
TRPV1 agonist: HTS Assay for Compounds that Act as Agonists of the Vanilloid Receptor 1; TRPV1-expressing cells, Fluo-8 calcium influx, agonist mode; Transient receptor potential cation channel subfamily V member 1 (Homo sapiens), Q8NER1; activation, % at 8.33 µM; 320,000 compounds, 0.19% hits; in the data active = activation above about 80%; inconclusive = between about 30% and that limit; note: 0% is about no effect
Target sequence (Q8NER1 whole entry, looked up): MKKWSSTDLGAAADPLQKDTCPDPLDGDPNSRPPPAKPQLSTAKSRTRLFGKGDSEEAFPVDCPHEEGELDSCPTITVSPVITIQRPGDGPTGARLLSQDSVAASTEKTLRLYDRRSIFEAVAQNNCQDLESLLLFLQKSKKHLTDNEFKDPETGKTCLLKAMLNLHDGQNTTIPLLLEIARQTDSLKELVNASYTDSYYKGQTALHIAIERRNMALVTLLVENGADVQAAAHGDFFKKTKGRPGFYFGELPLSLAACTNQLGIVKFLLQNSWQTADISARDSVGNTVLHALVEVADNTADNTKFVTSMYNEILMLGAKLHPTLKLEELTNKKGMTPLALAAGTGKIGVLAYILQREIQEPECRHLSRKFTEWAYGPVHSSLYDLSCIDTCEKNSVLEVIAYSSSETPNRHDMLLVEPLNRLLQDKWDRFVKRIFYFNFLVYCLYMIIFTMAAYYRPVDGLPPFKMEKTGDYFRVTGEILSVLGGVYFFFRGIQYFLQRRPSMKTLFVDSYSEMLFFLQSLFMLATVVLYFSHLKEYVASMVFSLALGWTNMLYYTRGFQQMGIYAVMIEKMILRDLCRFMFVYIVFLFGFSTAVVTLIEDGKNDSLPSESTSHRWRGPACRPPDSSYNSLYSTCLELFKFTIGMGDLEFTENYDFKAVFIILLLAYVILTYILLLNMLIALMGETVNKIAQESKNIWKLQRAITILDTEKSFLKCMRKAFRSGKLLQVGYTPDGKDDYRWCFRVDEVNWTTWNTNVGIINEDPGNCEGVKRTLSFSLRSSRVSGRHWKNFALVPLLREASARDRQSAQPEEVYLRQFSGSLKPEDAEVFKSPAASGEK
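Fluo-8 calcium influx in TRPV1-expressing cells, kinetic read (ex 480/em 520 nm). Compound added and read 3 min for agonist activity, followed by capsaicin at EC20 final and 2 min further read for enhancement.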
CXXC DNA block: qHTS Fluorescence Polarization Assay for Inhibitors of MLL CXXC domain - DNA interaction; Histone-lysine N-methyltransferase 2A (Homo sapiens), Q03164; MLL-CXXC / FITC-HOXA9 DNA fluorescence polarization; Potency, µM (titrated, usually from 115 µM), for the others: at the highest dose activity change, negative = inhibition, usual class: inhibitors; 290,000 compounds, 0.037% hits; active = well fitted inhibition curve with a large enough effect in the polarisation, with a control signal flat, not every such curve was filed as active; inconclusive = small, poorly fitted or top-dose-only effect, or effect the other way, or a change in a side signal; inactive = no such curve, though single readings can be large or run the other way; the % refers to the polarisation; note: potency is the fitted concentration of half-maximal effect
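Fluorescence polarization: 7 uM MLL-CXXC (stock) preincubated 5 min with compounds, then 50 nM fluorescein-HOX-A9 DNA (stock) added; 30 min ambient. Buffer 50 mM Tris-HCl pH 7.5, 50 mM NaCl, 1 mM DTT, 0.05% BSA.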
FBPA coupling cs: qHTS Assay for Inhibitors of Fructose-1,6-bisphosphate Aldolase from Giardia Lamblia: Coupling assay counterscreen; coupling enzyme system counterscreen, AmpLite Red fluorescence; activity change, negative = inhibition, % at 58.2 µM, hits read low; 290,000 compounds, 0.67% hits; AID 2472, 2010; in the data active = activity change below about -30%; note: % is set by controls: 0 for no effect and ±100 for the full control effect
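Compounds tested against the coupling enzymes alone at 57.5 uM final; readout was AmpLite Red fluorescence (525/598 nm) after 20 min at RT.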
* = called active by the depositor; u = inconclusive; x = not tested or not shown; [ ] = dose if it differs, or a comment. Unless noted, calls come from the whole dose curve; as a rule, active = well fitted curve in the direction sought with a large enough effect; inconclusive = small, poorly fitted or top-dose-only effect, or another doubt; inactive = no such curve, though single readings can be large; an effect the other way counts as inactive or inconclusive.

SMILES | S-ASM inh | KCNH2 WT inh | KCNH2 3.1 block | GALK inhibitor | a7 integrin act | MBNL1-CUG inh | AT treatment | TRPV1 agonist | CXXC DNA block | FBPA coupling cs
CCC1Oc2ccccc2N(CC(=O)NCCN2CCc3ccccc3C2)C1=O (configuration not stated) | 3% | 6 | 20 | 1% | 11% | -2% | 2% | 2 | -23% | -1
Cc1oc2nc(SCC(=O)NC3CCCCC3)nc(N)c2c1C | -2% | 6 | -2 | x | 35% | x | x | x | x | x
CCCCC(=O)N1C/C=C\C(c2ccc(OC)cc2)N(Cc2ccc(F)cc2)C(=O)[C@H]1Cc1ccccc1 (some centres not stated) | -19% | -8 | -22 | 0% | -27% | 3% | -26% | 6 | -1% | 0
O=[N+]([O-])c1cccc(/C=N/N=C\c2ccccc2)c1 | 3% | -2 | 0 | -5% | u | 22% | 5% | 2 | 1% | 2
COCCN1CCN(C(=O)C2CCC(=O)N(CCc3ccccc3)C2)CC1 (configuration not stated) | 2% | -8 | 20 | 8% | 8% | 0% | 3% | 5 | -2% | 5
CCc1ccc(NC(=O)C(=O)N/N=C(\C)CC(=O)NCCOC)cc1 | 2% | -1 | -1 | 3% | -20% | 0% | -1% | 0 | 11% | 1
CC1Cc2cc(S(=O)(=O)N3CCC(C(=O)N4CCN(c5ccccc5F)CC4)CC3)ccc2N1C(=O)C1CC1 (configuration not stated) | 2% | -3 | 22 | 3% | -10% | -2% | 11% | 1 | 0% | x
O=C1N[C@@H](Cc2ccccc2)COC(=O)[C@@H](Cc2ccc(F)cc2)CC/C=C/C[C@@H]1CC(=O)N(CCO)Cc1ccccc1 | -9% | -23 | -14 | x | -39% | x | -1% | x | x | x
COc1ccccc1Nc1nc2ccccc2n2cnnc12 | -8% | 16 | 6 | 0% | u | -14% | 5% | 3 | 10% | 0
O=C(CSc1nc2ccccc2c(=O)[nH]1)Nc1ccccc1N1CCOCC1 | 0% | 0 | 0 | 2% | 15% | -11% | -1% | 0 | 4% | 7

The last four compounds of the part before lead into the next:
SMILES | S-ASM inh | KCNH2 WT inh | KCNH2 3.1 block | GALK inhibitor | a7 integrin act | MBNL1-CUG inh | AT treatment | TRPV1 agonist | CXXC DNA block | FBPA coupling cs
CC1Cc2cc(S(=O)(=O)N3CCC(C(=O)N4CCN(c5ccccc5F)CC4)CC3)ccc2N1C(=O)C1CC1 (configuration not stated) | 2% | -3 | 22 | 3% | -10% | -2% | 11% | 1 | 0% | x
O=C1N[C@@H](Cc2ccccc2)COC(=O)[C@@H](Cc2ccc(F)cc2)CC/C=C/C[C@@H]1CC(=O)N(CCO)Cc1ccccc1 | -9% | -23 | -14 | x | -39% | x | -1% | x | x | x
COc1ccccc1Nc1nc2ccccc2n2cnnc12 | -8% | 16 | 6 | 0% | u | -14% | 5% | 3 | 10% | 0
O=C(CSc1nc2ccccc2c(=O)[nH]1)Nc1ccccc1N1CCOCC1 | 0% | 0 | 0 | 2% | 15% | -11% | -1% | 0 | 4% | 7
Cc1cc(C)cc(NC(=S)NCCCO)c1 | 6% | -4 | 4 | 2% | 6% | -1% | -12% | 4 | 3% | 2
O=C(CN1CCOCC1)Nc1cccc(C(=O)Nc2cccc(C(F)(F)F)c2)c1 | -2% | -7 | 1 | 2% | 0% | u | 6% | 5 | -2% | 1
Fc1ccc(-c2cnn3c(-c4cccs4)ccnc23)cc1 | -13% | -1 | 3 | 5% | -6% | 0% | -3% | -2 | 18% | -1
CCOC(=O)CCNC(C)C1COc2ccccc2O1 (configuration not stated) | 6% | -11 | 6 | 4% | 14% | -11% | -4% | -1 | 22% | 0
CCCCCCn1c(SCC(=O)c2ccccc2)nc2c1c(=O)[nH]c(=O)n2C | 0% | 25 | -33 | -2% | 3% | -14% | 1% | -1 | -1% | 2
CCOC(=O)C1=C(C)OC(N)=C(C#N)C1c1cc2cc(C)ccc2nc1N1CCCCC1 (configuration not stated) | 73%[activator] | 13 | -3 | -5% | -4% | 76%[activator] | -1% | u | -10% | -12
COc1ccc(C(=O)NC(=S)Nc2ccc(CN3CCOCC3)cc2)cc1Br | -2% | 20 | -16 | 7% | -4% | 1% | 3% | -4 | -2% | -1
CSc1ccccc1OCc1cc(C(=O)N[C@H]2CCCCNC2=O)no1 | -1% | 3 | 6 | -1% | 12% | -5% | 3% | 2 | 10% | x
CCn1c(SCC(=O)N2CCCCCC2)nc2ccccc2c1=O | 4% | -4 | -2 | -3% | -22% | 1% | 13% | 14 | 1% | -1
O=C(O)CCc1nc2ccccc2n(CCc2ccccc2)c1=O | 9% | -18 | 0 | 1% | 6% | u | x | 1 | 0% | 11
C=CC[C@@H](CC(=O)N(CCO)Cc1ccccc1)C(=O)N[C@@H](COC(=O)[C@H](CC=C)CC(=O)OC(C)(C)C)Cc1c[nH]c2ccccc12 | -7% | -2 | -3 | x | -19% | x | 6% | x | x | x
CCOc1ccccc1NC(=O)c1ccc(S(=O)(=O)N2CCCCC2)cc1 | -2% | -1 | -4 | 10% | 16% | 1% | 2% | 2 | 5% | -1
Nc1oc2ccccc2c(=O)c1C=O | 4% | 30 | 5 | -3% | 7% | -3% | -1% | 2 | 1% | -1
COc1ccc(/C=N/Nc2nc3ccccc3c(=O)[nH]2)cc1 | 14% | 3 | 12 | -2% | 25% | 11% | -4% | 0 | -13% | 1
COc1cccc(C(=O)NCC2CCCN2S(=O)(=O)c2ccccc2)c1 (configuration not stated) | -2% | -3 | -4 | x | -6% | x | 25% | -1 | x | x
Cc1cccc(C)c1Nc1c(-c2ccccn2)nc2ccccn12 | 6% | -1 | -1 | 0% | -8% | x | 2% | 24 | u | -5
O=C1CS/C(=N/N=C/c2ccccc2)N1Cc1ccco1 | 2% | -5 | 5 | 0% | -14% | x | -1% | 10 | -9% | 2
COC(=O)CNc1c(-c2ccccc2)nc2ccc(Br)cn12 | 2% | -1 | -5 | 0% | 36% | u | x | 0 | 3% | -2
CC(OC(=O)CN1C(=O)c2ccccc2C1=O)C(=O)c1ccccc1 (configuration not stated) | -1% | -23 | 8 | x | u | x | -4% | 16 | x | x
CC1CCN(C(=O)CNS(=O)(=O)c2ccc(Br)s2)CC1 | 0% | 6 | 7 | -1% | u | 0% | 10% | -2 | 7% | 1
Cc1cccc(-c2nsc(SCC(=O)Nc3nccs3)n2)c1 | -1% | -6 | -4 | 6% | -3% | 20% | -3% | -1 | 42%[activator] | -1
CCOc1ccc(NC(=O)CSc2nc(=O)n(Cc3cccnc3)c3c2CCC3)cc1 | 0% | -26 | 0 | x | -17% | x | 2% | -1 | x | x
COc1ccccc1-c1cc(C(=O)Nc2cc(C)nn2-c2ccccc2)no1 | 1% | -17 | 0 | 0% | -18% | 2% | 4% | 0 | 18% | 1
COc1ccccc1N1CCN(C(=O)C(NS(=O)(=O)c2cccs2)c2ccccc2)CC1 (configuration not stated) | 4% | 7 | -27 | 1% | 43% | 18% | 0% | x | -4% | 5
COC(=O)C1CN(C(=O)COc2cccc(C)c2C)c2ccccc2O1 (configuration not stated) | 0% | 3 | 7 | -1% | 14% | -1% | 18% | 0 | 60%[activator] | -6
Cc1cc(OCC(=O)N2CCC(C(=O)O)CC2)c2c(C)cc(=O)oc2c1 | -2% | -5 | 4 | x | 5% | -4% | 3% | 1 | -5% | 1
CCC(C)NC(=O)CSC1=Nc2ccccc2C2=NC(CCC(=O)NCc3ccco3)C(=O)N12 (configuration not stated) | 25% | 4 | -3 | 0% | -13% | -11% | 5% | 0 | 0% | 2
Nc1nc2n(n1)C(c1ccc(Cl)cc1)CC(c1ccc(F)cc1)N2 (configuration not stated) | -1% | 0 | 5 | -2% | 4% | 2% | 4% | -3 | 0% | -2
CC(=O)Nc1ccc(Cc2nc3c([nH]2)c(=O)n(C)c(=O)n3C)cc1 | x | x | x | -1% | x | -1% | 3% | -1 | 14% | 3
